# hIAP inh = human IAP inhibition; P09923; purified IAP, CDP-Star luminescence, 30 min; inhibition, % at 10 µM; actives 0.12% (n = 330,000); AID 2544;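 active = inhibition reaching a set limit with compound at 10 µM in the primary screen, cut at about 35% in these data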;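 also: plate controls were DMSO wells with enzyme for no effect and no-enzyme buffer wells for full effect; values of inactives mirror those of a sister screen read the other way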
# Target sequence (P09923 whole entry, looked up): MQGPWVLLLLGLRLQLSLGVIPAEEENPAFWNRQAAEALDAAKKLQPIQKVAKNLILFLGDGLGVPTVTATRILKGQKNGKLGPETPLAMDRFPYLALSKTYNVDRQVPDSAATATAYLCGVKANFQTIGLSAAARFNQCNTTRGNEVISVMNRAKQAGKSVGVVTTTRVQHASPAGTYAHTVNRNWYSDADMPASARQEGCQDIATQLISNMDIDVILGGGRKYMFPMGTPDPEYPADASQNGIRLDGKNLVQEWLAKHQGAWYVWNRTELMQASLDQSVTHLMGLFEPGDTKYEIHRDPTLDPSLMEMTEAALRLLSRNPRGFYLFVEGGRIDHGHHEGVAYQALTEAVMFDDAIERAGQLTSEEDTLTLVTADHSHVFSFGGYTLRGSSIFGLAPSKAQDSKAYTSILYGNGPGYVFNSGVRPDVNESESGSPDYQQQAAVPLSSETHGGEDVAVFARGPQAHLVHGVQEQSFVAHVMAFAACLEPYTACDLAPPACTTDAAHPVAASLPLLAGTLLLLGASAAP
# mIAP inh = blocks mouse intestinal alkaline phosphatase; purified mouse IAP, CDP-Star luminescence, 30 min; inhibition, % at 10 µM; actives 0.2% (n = 330,000); AID 2806;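 active = inhibition of at least 40% at 10 µM in the primary screen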;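 also: plate controls were DMSO with enzyme for no effect and no enzyme wells for full effect; values of inactives mirror those of a sister screen read the other way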
# GRIN3A LBD mod = modulates the human NR3A ligand-binding domain. actives 2.5% (n = 340,000). Tm shift relative to glycine control, % at 25 µM. NR3A LBD differential scanning fluorimetry, Tm shift; 0% = protein alone, 100% = glycine-bound protein;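 active = melting temperature shift of at least 10% of the positive control shift, at one fixed dose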
# mIAP act = increases mouse intestinal alkaline phosphatase activity; muIAP, CDP-Star luminescence, 30 min; active compounds read high; 1 = vehicle-only enzyme signal, 0 = enzyme-free wells; activation factor at 10 µM; actives 0.24% (n = 330,000);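 active = activation factor of at least 2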; also: the source names both 10 and 20 µM as test concentration; values of inactives mirror those of a sister screen read the other way
#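 Assay system: mouse IAP enzyme; Reagent: CDP-Star chemiluminescent phosphatase substrate; Compound: DMSO-dissolved test compounds; Incubation: 30 min, room temperature; Technique: luminescence from enzymatic CDP-Star hydrolysis; Controls: DMSO-only wells and no-enzyme negative control.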
# APOBEC3G inh = blocks human APOBEC3G single-stranded DNA deamination; actives 0.28% (n = 330,000); Q9HC16; inhibition, % at 20 µM; recombinant A3G, ssDNA deamination FAM/TAMRA fluorescence;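 active = inhibition of at least 40% at 20 µM, with no more than 30% in the related APOBEC3A deaminase screen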;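 also: plate controls were DMSO wells with A3G for no effect and wells lacking A3G enzyme for full effect; some compounds called inactive have numbers as strong as hits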
# Target sequence (Q9HC16 whole entry, looked up): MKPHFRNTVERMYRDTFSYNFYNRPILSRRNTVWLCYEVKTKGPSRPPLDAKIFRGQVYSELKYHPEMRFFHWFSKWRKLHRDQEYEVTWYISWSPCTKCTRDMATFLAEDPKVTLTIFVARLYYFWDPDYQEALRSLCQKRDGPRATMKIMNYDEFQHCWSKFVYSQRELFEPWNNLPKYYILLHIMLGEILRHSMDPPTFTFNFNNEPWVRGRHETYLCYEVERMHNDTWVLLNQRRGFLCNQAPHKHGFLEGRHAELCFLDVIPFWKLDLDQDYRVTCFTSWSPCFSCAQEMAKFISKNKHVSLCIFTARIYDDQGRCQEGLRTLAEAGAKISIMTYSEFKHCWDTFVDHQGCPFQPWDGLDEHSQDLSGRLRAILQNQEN
# A3A deaminase = blocks human APOBEC3A ssDNA deamination. AID 493011. recombinant A3A, FAM/TAMRA ssDNA deamination fluorescence. inhibition, % at 20 µM. actives 0.41% (n = 330,000);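 active = at least 40% inhibition at 20 µM here, with at most 30% in a related deaminase screen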;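 also: plate controls were A3A with DMSO for no effect and wells lacking A3A enzyme for full effect; some results filed as inactive read as strong as hits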
# MPTP inh = blocks calcium-induced mitochondrial swelling; isolated mouse mitochondria, Ca2+ swelling absorbance, 30 min; inhibition, % at 10 µM; actives 1.4% (n = 360,000); AID 602449;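 active = inhibition of 50% or more, scaled per plate between neutral and stimulator controls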;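 also: 0% = DMSO wells given calcium and 100% = 1 mM EGTA wells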
# hIAP activ = human IAP activation | P09923 | purified human IAP, CDP-Star luminescence, 30 min; active compounds read high; 1 = vehicle-only enzyme, 0 = enzyme-free background | activation factor at 10 µM | actives 0.16% (n = 330,000) | AID 2524;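 active = activation factor of the enzyme at least 2-fold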; also: the source names both 10 and 20 µM as test concentration; values of inactives mirror those of a sister screen read the other way
# beta cell repl = inducers of beta-cell replication in MIN6 cells | MIN6 cells proliferation, ATPlite luminescence, 48 h; cells starved in 0.2% serum; 100% = growth in 10% serum | proliferation, % at 10 µM | actives 0.29% (n = 330,000) | AID 2380;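 active = compounds whose signal lies at least 3.5 SD above the mean of all wells on their plate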;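 also: 0% = DMSO-treated cells in low-serum medium and 100% = 10% serum control; some compounds called inactive have numbers as strong as hits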
# * = called active by the depositor; x = no result given.
# Start of the data: the first three records, ahead of the listing:
SMILES,hIAP inh,mIAP inh,GRIN3A LBD mod,mIAP act,APOBEC3G inh,A3A deaminase,MPTP inh,hIAP activ,beta cell repl
Cc1nc(N2CCN(c3ccccn3)CC2)c2c(C)c(C(=O)Nc3c(C)cc(Br)cc3C)sc2n1,-12.3,5.1,0.8,0.949,-2.8,-2.7,0.0,1.12,-4.3
O=C(/C=C/c1ccccc1)NCCSc1ccc(Cl)cc1,1.5,0.2,0.8,0.998,-3.4,-4.6,0.3,0.985,-4.5
COc1cccc(-c2csc(N3CCN(C(=S)Nc4ccc(Cl)cc4)CC3)n2)c1,-11.1,-12.4,10.2*,1.12,-4.9,0.3,64.5*,1.11,-3.0

# The listing, repeating the preview:
SMILES,hIAP inh,mIAP inh,GRIN3A LBD mod,mIAP act,APOBEC3G inh,A3A deaminase,MPTP inh,hIAP activ,beta cell repl
Cc1nc(N2CCN(c3ccccn3)CC2)c2c(C)c(C(=O)Nc3c(C)cc(Br)cc3C)sc2n1,-12.3,5.1,0.8,0.949,-2.8,-2.7,0.0,1.12,-4.3
O=C(/C=C/c1ccccc1)NCCSc1ccc(Cl)cc1,1.5,0.2,0.8,0.998,-3.4,-4.6,0.3,0.985,-4.5
COc1cccc(-c2csc(N3CCN(C(=S)Nc4ccc(Cl)cc4)CC3)n2)c1,-11.1,-12.4,10.2*,1.12,-4.9,0.3,64.5*,1.11,-3.0
COc1ccc(NC(=O)C2CCN(c3cc(C)nc(-c4ccccc4)n3)CC2)cc1,-3.7,-36.7,0.1,1.37,0.7,0.3,0.2,1.04,-1.5
CCCOc1ccc(C(CC(=O)O)NS(=O)(=O)c2ccc(NC(C)=O)cc2)cc1 (stereo not given),11.8,0.1,-0.9,0.999,-2.6,-3.3,15.6,0.882,-1.3
Cc1ccc(CNC(=O)C2CCN(c3nn4c(=O)cc(C)nc4s3)CC2)cc1,-3.5,-5.0,1.2,1.05,3.8,3.2,0.1,1.03,-2.3
COc1ccc(N(CC(=O)NCCSc2ccccn2)S(=O)(=O)c2ccccc2)cc1Cl,-21.0,0.8,1.9,0.992,-6.1,-0.4,0.6,1.21,-2.0
CCCN(CCC)S(=O)(=O)c1ccc(C(=O)Nc2nc3c(s2)CCc2ccccc2-3)cc1,-0.9,10.2,9.0,0.898,-11.2,-3.7,-0.1,1.01,0.0
CN(CCc1ccccn1)Cc1ccc(Cl)cc1Cl,-3.0,-3.8,-3.8,1.04,-5.6,0.5,0.1,1.03,0.6
Oc1ccc(/C=C/c2ccc3ccccc3n2)cc1,-3.2,-8.5,19.1*,1.08,-3.9,0.4,2.0,1.03,-5.6
CCCCC(O)(C(NC=O)C(=O)OC)C(F)(F)F (stereo not given),-9.5,0.0,0.0,1,2.4,5.3,-1.8,1.09,1.2
CCC1CCCCN1C(=O)c1cc2c(=O)n3cccc(C)c3nc2s1 (stereo not given),-0.4,6.3,3.9,0.937,-4.7,-2.1,0.6,1,-1.8
CCN(CC)C(=O)CN(c1cc2c(cc1OC)oc1ccccc12)S(=O)(=O)c1ccccc1,-22.0,3.0,6.9,0.97,-5.4,-1.3,-0.2,1.22,-2.8
O=C(NCCN1C(=O)S/C(=C/c2cccnc2)C1=O)C1=NN(c2ccccc2)C(=O)CC1,-6.0,4.3,-0.2,0.957,-4.4,12.6,-0.3,1.06,-6.3
CCOC(=O)Cn1c2c(c(=N)c3c1CCC3)CCCC2,4.3,2.4,-3.6,0.976,-5.8,-3.2,-0.5,0.957,-2.3
NC(=O)c1cc(S(=O)(=O)Nc2ccccc2)cs1,2.7,-4.8,0.5,1.05,-5.3,-4.0,0.1,0.973,0.5
CCCn1c(CN2CCN(C(C)=O)CC2)nc2cc(S(=O)(=O)N(C)C)ccc21,-13.6,-10.9,0.8,1.11,-2.3,-1.4,-0.5,1.14,-1.9
COc1ccc(OCCNC(=O)c2ccccc2OCC(=O)Nc2ccc(NC(C)=O)cc2)cc1,-25.4,-25.1,-2.7,1.25,-5.1,0.3,2.6,1.25,-0.5
CC(=O)Nc1ccc(NC(=O)c2c(-c3ccccc3)noc2C)cn1,0.0,1.7,5.2,0.983,0.6,0.6,-0.6,1,0.1
Cc1ccc(OCCN2CCN(CC(O)Cn3c4ccccc4c4ccccc43)CC2)cc1 (stereo not given),9.2,2.5,x,0.975,-7.5,-5.1,x,0.908,-6.4
CCc1ccc(-c2cc(C(F)(F)F)n3nc(C(=O)Nc4cnn(Cc5ccccc5C)c4)cc3n2)s1,-3.2,4.1,-0.3,0.959,-6.0,-3.1,-0.1,1.03,-2.8
CC(C)(C)c1ccccc1OCCCCCn1ccnc1,-37.9,-10.2,-6.1,1.1,-4.3,-6.3,15.9,1.38,-5.2
COc1ccc(-n2c(Cc3cccn3C)nnc2SCC(=O)N2CCC(C)CC2)cc1,-0.5,23.8,-1.4,0.762,5.1,-0.2,0.1,1,-0.6
COc1ccc(OC)c(NS(=O)(=O)c2ccc3c(c2)CCC(=O)N3)c1,14.9,2.4,-1.2,0.976,-6.7,-1.8,-1.8,0.851,-1.8
CCc1cc(=O)[nH]c(SCc2cccnc2)n1,0.3,-1.4,-0.4,1.01,-2.7,-1.4,-0.8,0.997,-2.9
O=C(C[C@@H]1C/C=C/CCCC(=O)O[C@H](c2ccccc2)CNC1=O)N[C@H](CO)Cc1ccccc1,4.4,-1.7,-0.3,1.02,-8.5,-3.3,1.2,0.956,-2.4
CCN(CC)S(=O)(=O)c1cc(NC(=O)CSc2nnc(-c3cccs3)o2)ccc1C,-13.1,20.4,-0.8,0.796,-4.1,-0.7,0.0,1.13,-0.9
CCCCc1ccc(N=N/C(C(=O)Nc2ccc(NC(C)=O)cc2OC)=C(/C)O)cc1,11.8,0.6,2.1,0.994,-2.4,-5.7,2.0,0.882,-5.6
O=C(CCCc1nc(-c2ccccc2)no1)Nc1cccnc1,-20.0,-1.2,2.1,1.01,-5.0,-4.2,1.1,1.2,-1.3
O=S(=O)(c1ccc(Cl)cc1)N1CCCC1c1nc(-c2ccc(Cl)cc2)no1 (stereo not given),-26.6,-4.8,-2.1,1.05,-7.7,-6.0,2.2,1.27,-5.1
CCOC(=O)c1c(NC(=O)CSc2nncs2)sc(C)c1-c1ccccc1,-1.1,13.9,-9.8,0.861,-4.0,-3.9,6.9,1.01,-2.7
Cc1[nH]c(=O)c(C#N)c(C)c1CCC(=O)Nc1cc(S(C)(=O)=O)ccc1Cl,-14.6,-9.7,-1.0,1.1,18.2,73.4*,1.1,1.15,-3.3
CCc1ccc(NC(=O)COc2ccc(/C=C(/C#N)c3nc4ccccc4[nH]3)cc2OC)cc1,5.3,15.4,30.0*,0.846,-7.4,-2.6,5.8,0.947,-5.7
CCCN(c1ccc(C(C)C)cc1)S(=O)(=O)c1c(C)noc1C,-0.6,-9.9,7.4,1.1,-4.0,-5.3,0.8,1.01,0.2
CC(=O)Nc1ccc(Oc2cc(C#N)c(C#N)cc2N2CCOCC2)cc1,-3.9,8.0,0.4,0.92,-5.3,-0.9,0.3,1.04,-2.6
CCOC(=O)C1=C(N)OC2=C(C(=O)CCC2)C1c1cccnc1 (stereo not given),24.5,10.0,-8.2,0.9,-8.0,-5.8,1.5,0.755,-0.4
C=CCn1c(=O)c(C(=O)NCCc2ccccc2)c(O)c2ccccc21,10.2,15.5,-1.1,0.845,-5.1,-3.8,2.8,0.898,-3.0
COc1ccc(C2C(C(=O)c3ccco3)=C(O)C(=O)N2CC2CCCO2)cc1 (stereo not given),-3.6,0.3,0.7,0.997,-5.3,-2.0,-2.5,1.04,-2.6
CN(C)CCNc1oc(COc2ccc(Cl)cc2Cl)nc1C#N,-9.5,2.9,1.9,0.971,-5.6,-3.0,0.3,1.09,-0.2
CCNC(=O)/C(=C\c1ccccc1)NC(=O)/C=C/c1ccccc1,6.4,2.7,-6.0,0.973,-5.5,-0.5,0.8,0.936,-0.9
CCOC(=O)c1nnn(-c2nonc2N)c1-c1ccccc1,-16.4,7.6,-0.8,0.924,-5.1,-2.7,2.0,1.16,1.4
O=C(O)CCCCn1c(SCC(=O)Nc2ccccc2C(F)(F)F)nc2ccsc2c1=O,11.3,-6.0,-8.5,1.06,-1.6,-1.7,1.2,0.887,0.0
Cc1noc(C)c1CSc1cc(C)c2ccccc2n1,6.9,0.4,5.2,0.996,-7.9,-2.7,0.5,0.931,0.5
CC1CCN(S(=O)(=O)c2ccc3c(c2)N(CC(=O)NCCCOC(C)C)C(=O)CO3)CC1,-12.3,3.9,-0.1,0.961,-6.9,-3.5,0.2,1.12,0.3
CN(CC(=O)Nc1c(Cl)cccc1Cl)C(=O)Cc1ccc2c(c1)CCC2,6.4,1.9,-0.3,0.981,13.9,2.3,-1.1,0.936,-2.1
CC1(C)Cc2c(cnn2-c2cccc(F)c2)C(NC(=O)CN2CCCC2=O)C1 (stereo not given),-15.0,-7.3,0.5,1.07,-1.5,2.7,0.9,1.15,-2.9
O=C(/C=C/c1ccccc1)NCC(=O)N/N=C/c1ccco1,-8.9,-1.1,-0.3,1.01,-3.4,-2.1,0.6,1.09,-2.0
O=C(NNC(=O)c1sccc1-n1cccc1)Nc1ccccc1,-12.3,7.8,-0.8,0.922,-8.3,-2.1,-1.1,1.12,-3.5
CCC(C)NC(=O)C(NS(=O)(=O)c1ccc2c(c1)c(=O)n(C)c(=O)n2C)c1ccccc1 (stereo not given),5.7,-3.9,-1.8,1.04,-5.9,7.0,-0.4,0.943,-0.4
CCN(c1ccccc1)S(=O)(=O)c1cccc(C(=O)NCC(c2cccs2)N(C)C)c1 (stereo not given),-16.8,-7.4,0.6,1.07,-4.5,-7.0,1.0,1.17,-1.6
Cc1cc(C)c(S(=O)(=O)N2CCN(C(=O)C3CC3)CC2)c(C)c1,-2.3,1.9,0.4,0.981,-11.1,-3.6,1.6,1.02,1.7
Cc1c(NC(=O)CN2C(=O)NC3(CCCC3)C2=O)c(=O)n(-c2ccccc2)n1C,1.3,4.0,-0.2,0.96,-2.0,4.9,3.3,0.987,-1.8
COC(=O)CCCC1=CC2=C(c3ccccc3)C(=O)C(C)(OC(=O)C3CCCC3)C(=O)C2=CN1CCCCO (stereo not given),11.3,2.3,0.2,0.977,-0.7,1.7,-0.5,0.887,0.8
CCN(CC)S(=O)(=O)c1cccc(-c2n[nH]c(=S)n2C)c1,-0.9,4.9,0.3,0.951,45.6*,-2.9,-0.6,1.01,1.1
COc1ccc(CNC(=O)C2CCC(=O)N(CC3CCCCC3)C2)cc1 (stereo not given),-10.0,2.5,-0.6,0.975,-6.9,-6.0,0.1,1.1,-2.5
Nc1ccn(CC(=O)NCc2ccccn2)c(=O)n1,-1.6,7.8,-1.4,0.922,-2.0,-1.3,-2.6,1.02,-2.6
CCCN(CCC)c1nc(N(CCC)CCC)[nH]c(=O)n1,1.3,2.0,-1.1,0.98,-3.1,-0.7,-3.0,0.987,-2.6
Cc1ccc(F)c(NC(=O)c2cncn2-c2ccccc2)c1,3.6,3.7,-1.7,0.963,-4.0,1.5,-0.1,0.964,-2.4
CCOc1ccc(OCC)c(NC(=O)C2C3C=CC(O3)C2C(=O)NCc2ccco2)c1 (stereo not given),-0.4,1.5,-1.4,0.985,-2.3,-1.2,1.6,1,2.5
COCCn1nnnc1C(c1ccc(Cl)cc1)N1CCN(C(=O)c2ccco2)CC1 (stereo not given),10.7,0.5,-3.0,0.995,-8.1,0.1,-0.8,0.893,-0.6
